# Screening results as filed in PubChem BioAssay.
# WRN inhibitor: qHTS for Inhibitors of WRN Helicase; AID 651768, 2012; Bifunctional 3'-5' exonuclease/ATP-dependent helicase WRN (Homo sapiens), Q14191; WRN helicase unwinding, fluorescent forked duplex, kinetic; 360,000 tested, 0.46% active; Potency, µM (titrated, usually from 114 µM), for the others: top-dose activity change, negative = inhibition, actives largely listed as inhibitors; further: potency means the concentration at half of the fitted maximal effect; on the % scale 0 is the no-effect control and ±100 the full control effect; nearly all actives have a fitted effect of over 55% in size
#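 WRN at 20 nM final was preincubated with compound for 15 min at room temperature; reaction started with 100 nM forked duplex oligonucleotide carrying fluorophore and quencher plus 2 mM ATP (final). Unwinding followed kinetically by red fluorescence (ex 525/em 598 nm).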
# EPAC2 antag: qHTS for Antagonist of cAMP-regulated guanine nucleotide exchange factor 2 (EPAC2): primary screen | EPAC2 GEF exchange of Rap1B-BODIPY-GDP, fluorescence | Potency, µM (doses to about 114 µM), inactives show at the top dose activity, negative = inhibition, usual class: inhibitors | 360,000 tested, 0.18% active; further: potency means the concentration at half of the fitted maximal effect; on the % scale 0 is the no-effect control and ±100 the full control effect; nearly all actives have a fitted effect of over 45% in size; many of its hits are not listed in these tables
# MmCpn inh: Inhibitors of TCP-1 ring complex (TRiC) of Methanococcus maripaludis (MmCpn): qHTS; Chaperonin Mm-Cpn (Methanococcus maripaludis); purified Mm-Cpn ATPase, ADP Transcreener TR-FRET; Potency, µM (titrated, usually from 76.9 µM), for inactives: at the top dose activity, negative = inhibition, hits mostly inhibitors; 330,000 tested, 0.031% active; AID 504842, 2011; further: potency means the concentration at half of the fitted maximal effect; on the % scale 0 is the no-effect control and ±100 the full control effect; nearly all actives have a fitted effect of over 80% in size
#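 Purified archaeal chaperonin (25 nM final) was preincubated with compound for 10 min at 37°C, then ATP (10 uM final) was added for 30 min at 37°C in Tris pH 7.4/KCl/MgCl2/DTT buffer. ADP was quantified by HTRF Transcreener TR-FRET.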
# EPAC1 ag: qHTS for Agonist of cAMP-regulated guanine nucleotide exchange factor 3 (EPAC1): primary screen | Rap guanine nucleotide exchange factor 3 (Homo sapiens), O95398 | EPAC1 agonist qHTS, biochemical assay; response scale: 100% = response to 6.5 mM cAMP | Potency, µM (series often up to 154 µM), for inactives: top-dose activation, hits mostly activators | 360,000 tested, 0.073% active | AID 720707, 2013; further: potency means the concentration at half of the fitted maximal effect; nearly all actives have a fitted effect of over 60% in size
#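 Read-out is the fluorescence drop as BODIPY-GDP leaves Rap1B (480 nm excitation, 540 nm emission), recorded every 5 minutes over 30 minutes. Reactions held 100 nM EPAC1, 250 nM Rap1B–BODIPY-GDP and 50 uM GDP, with 6.5 mM cAMP setting full activation.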
# PI5P4Ka inh: qHTS for Inhibitors of phosphatidylinositol 5-phosphate 4-kinase (PI5P4K); PI5P4Kalpha enzyme, ADP-Glo luminescence, 60 min; active compounds read low; 330,000 tested, 1.2% active; max response, %; active means max response of -50% or lower; inconclusive means between -30% and -50%; inactive means -30% or higher; further: value at the top dose of about 77 µM; on the % scale 0 is the no-effect control and ±100 the full control effect
# Target sequence (P48426 whole entry, looked up): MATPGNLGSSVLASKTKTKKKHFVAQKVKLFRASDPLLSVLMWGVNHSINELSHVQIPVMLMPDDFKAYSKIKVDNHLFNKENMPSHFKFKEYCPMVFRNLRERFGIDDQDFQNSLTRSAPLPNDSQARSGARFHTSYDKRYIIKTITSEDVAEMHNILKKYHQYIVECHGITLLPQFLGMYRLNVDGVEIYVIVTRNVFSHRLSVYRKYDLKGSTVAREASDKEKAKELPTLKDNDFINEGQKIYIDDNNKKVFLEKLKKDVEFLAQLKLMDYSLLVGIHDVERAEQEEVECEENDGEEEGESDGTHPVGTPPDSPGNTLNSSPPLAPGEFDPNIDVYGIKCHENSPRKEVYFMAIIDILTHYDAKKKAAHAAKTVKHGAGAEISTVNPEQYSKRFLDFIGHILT
#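 Reactions run in 0.038 M HEPES pH 7.4, 0.28 mM EGTA, 0.1% CHAPS and 5% DMSO, with PI5P4Kalpha, substrate, compound and 5 microM ATP final, one hour at room temperature. Readout is ADP-Glo luminescence.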
# CCT modulator: High-Throughput Screening for Modulators of Cytosolic Chaperonin Activity; purified chaperonin ATPase assay, HTRF ADP detection, 30 min; activity change, % (test concentration not listed), hits read low; 360,000 tested, 0.3% active; in the data active means activity change below about -30%; further: on the % scale 0 is the no-effect control and ±100 the full control effect
#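 First, chaperonin was dispensed at 40 nM or 20 nM final depending on batch activity. Next, compounds were pinned at 76 uM and ATP added at 10 uM. After 30 min at 37 °C, ADP detection reagents ran 30 min at ambient temperature.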
# EPAC1 antag: qHTS for Antagonist of cAMP-regulated guanine nucleotide exchange factor 3 (EPAC1): primary screen | Rap guanine nucleotide exchange factor 3 (Homo sapiens), O95398 | EPAC1 GEF assay, Rap1b-BODIPY-GDP exchange fluorescence | AID 720709, 2013 | 360,000 tested, 0.14% active | Potency, µM (top dose mostly 115 µM), for inactives: at the top dose activity change, negative = inhibition, hits mostly inhibitors;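 further: potency means the concentration at half of the fitted maximal effect; plate controls were vehicle for no effect and positive control for full effect; nearly all actives have a fitted effect of over 50% in size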
# PLK1 PBD inh: qHTS for Inhibitors of PLK1-PDB (polo-like kinase 1 - polo-box domain): Primary Screen; Serine/threonine-protein kinase PLK1 (Homo sapiens), P53350; Plk1 PBD binding of FITC phosphopeptide, fluorescence polarization; Potency, µM, inactives show max response, negative = inhibition, hits mostly inhibitors; 360,000 tested, 2.8% active; AID 720504, 2013; further: potency means the concentration at half of the fitted maximal effect; series mostly up to about 57 µM; on the % scale 0 is the no-effect control and ±100 the full control effect; nearly all actives have a fitted effect of over 65% in size
# Target sequence (P53350 whole entry, looked up, the tested form may be a part): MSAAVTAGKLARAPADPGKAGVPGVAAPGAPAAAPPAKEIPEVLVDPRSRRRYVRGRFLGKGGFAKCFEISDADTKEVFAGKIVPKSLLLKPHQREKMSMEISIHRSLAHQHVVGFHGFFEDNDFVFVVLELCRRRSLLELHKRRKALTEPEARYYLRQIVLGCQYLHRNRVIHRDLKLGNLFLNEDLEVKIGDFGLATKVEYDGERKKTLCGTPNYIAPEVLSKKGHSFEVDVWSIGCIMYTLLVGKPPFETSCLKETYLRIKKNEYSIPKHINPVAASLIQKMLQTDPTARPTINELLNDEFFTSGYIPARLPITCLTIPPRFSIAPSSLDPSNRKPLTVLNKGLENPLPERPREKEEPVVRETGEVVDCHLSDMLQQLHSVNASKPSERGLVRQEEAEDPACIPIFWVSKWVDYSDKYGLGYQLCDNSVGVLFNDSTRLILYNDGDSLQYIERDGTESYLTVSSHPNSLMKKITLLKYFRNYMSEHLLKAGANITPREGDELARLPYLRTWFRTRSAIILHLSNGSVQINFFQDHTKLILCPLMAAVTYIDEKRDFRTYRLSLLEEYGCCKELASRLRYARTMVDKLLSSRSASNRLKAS
# Numbers without * were called inactive; ? = inconclusive; · = no result given; & = joins results of further samples; [ ] = dose if it differs, or a comment. Unless noted, the call rests on the fitted dose curve; in most records, active means well fitted curve in the direction sought with a large enough effect; inconclusive means small, poorly fitted or top-dose-only effect, or another doubt; inactive means no such curve, though single readings can be large; an effect the other way counts as inactive or inconclusive. Some of the compounds tested. The share of hits here may be higher or lower than overall.
SMILES,WRN inhibitor,EPAC2 antag,MmCpn inh,EPAC1 ag,PI5P4Ka inh,CCT modulator,EPAC1 antag,PLK1 PBD inh
CC1Cc2ccccc2N1C1=CC(=O)CC(C)(C)C1 (stereo not given),2%,0%,1%,2%,-1,1.3,2%,-12%
O=C(c1ccc(-c2cccc(Cl)c2Cl)o1)N1CCOCC1,-7%,-10%,-3%,1%,-9,-1.4,-9%,-14%
COc1ccc(CC(=O)Nc2ccc(N3CCOCC3)cc2)cc1OC,-4%,0%,-5%,2%,4,1.1,-1%,2%
COc1ccc2nc(SCC(=O)NC3(C#N)CCCCC3)[nH]c2c1,5%,2%,-1%,2%,-2,0.2,9%,-16%
COC(=O)CSc1ccc(C#N)c(SCC(=O)OC)c1,-23%,-3%,-1%,-5%,-3,-2.3,8%,-5%
CC1CCCCN1Cc1c(O)ccc2c(=O)c(-c3nc4ccccc4s3)coc12 (stereo not given),-10%,7%,-5%,-8%,-22,0.3,12%,21µM*
Cc1nnc(SCC(=O)NC2CCC(C)CC2)s1 (stereo not given),6%,16%,3%,-1%,-3,-0.3,4%,-3%
CCC(CC)COC(=O)C1=C(C)NC(=O)NC1c1ccc(OC)cc1 (stereo not given),2%,0%,-1%,-5%,3,-4.2,-18%,-12%
CC(Oc1ccccc1)C(=O)NCc1cccnc1 (stereo not given),-1%,-14%,0%,6%,·,-6.4,-2%,-7%
O=C(c1ccc(Cn2cc(Br)cn2)o1)n1cccn1,1%,7%,2%,-6%,·,-2.4,12%,-10%
CCN(CC)S(=O)(=O)N1CCC(C(=O)NCc2ccco2)CC1,2%,9%,2%,-13%,-2,1.7,11%,-6%
CC(Sc1ccccc1)C(=O)N1CCN(S(=O)(=O)c2ccc(Cl)cc2)CC1 (stereo not given),-1%,-2%,-1%,-8%,-4,4.1,-16%,1%
OC(COCc1ccccc1)COCc1ccccc1,-5%,5%,·,3%,5,0.8,-10%,5%
CCOc1ccc(C(=O)CSc2nnc3ccccn23)cc1,9%,-4%,1%,1%,-12,1.7,3%,-19%
COc1cc(OC)cc(C(=O)NCCc2cnc[nH]2)c1,-1%[57.1 µM],3%,0%,-7%,1,1.5,21%,-7%
CN1CCN(S(=O)(=O)c2cccc(C(=O)Nc3cccc(S(N)(=O)=O)c3)c2)CC1,3%,3%,-1%,2%,-5,2.0,-5%,-6%
Cc1cccc(-c2ccc3ncnc(NCc4cccnc4)c3c2)c1,·,3%,-9%&-6%,-2%,·,·,1%,·
N#Cc1cccc(NC(=O)CN2C(=O)NC(Cc3ccccc3)C2=O)c1 (stereo not given),4%,-26%,-1%,-2%,4,0.2,-24%,0%
CC(C)(C)C(=O)/C=C1\NC(=O)CS1,-16%,-1%,-13%,-1%,4,1.5,6%,0%
Cc1ccccc1N1C(S)=C(C#N)C(=O)NC1c1ccco1 (stereo not given),-8%[11.6 µM],-1%,0%,2%,-53*,-2.4,-15%,?
CCN1CCN(S(=O)(=O)c2ccc3ccccc3c2)CC1,3%,9%,0%,-6%,·,0.6,16%,-2%
CCN1CCCC1CNCC(O)COc1ccc(C(C)(C)C)cc1C (stereo not given),-4%,4%,-2%,-15%,-21,-2.9,-21%,?
Cc1cc(C)n2nc(SCC(=O)N(CCC#N)c3ccc(F)cc3)nc2n1,5%,1%,0%,0%,0,0.3,-13%,-22%
O=C(CCl)NCCCCCCCCCNC(=O)CCl,6%,10%,1%,-2%,-1,1.1,7%,3%
O=C(Nc1nnc([C@@H]2C[C@H](O)[C@@H](CO)O2)s1)c1ccc(Oc2ccccc2)cc1,-3%,-1%,·,4%,0,0.8,-15%,-4%

# PI5P4Ka inh, entries above that show a hit.
SMILES,WRN inhibitor,EPAC2 antag,MmCpn inh,EPAC1 ag,PI5P4Ka inh,CCT modulator,EPAC1 antag,PLK1 PBD inh
Cc1ccccc1N1C(S)=C(C#N)C(=O)NC1c1ccco1 (stereo not given),-8%[11.6 µM],-1%,0%,2%,-53*,-2.4,-15%,?

# Next records
SMILES,WRN inhibitor,EPAC2 antag,MmCpn inh,EPAC1 ag,PI5P4Ka inh,CCT modulator,EPAC1 antag,PLK1 PBD inh
Cc1c(N2C(=O)/C(=C/c3ccc(N(C)C)cc3)N(C)C2=S)c(=O)n(-c2ccccc2)n1C,-28%,?,·,8%,-4,-0.9,-29%,45%[activator]
O=C(N/N=C/c1ccc(OC(=O)c2cccs2)cc1)c1ccccn1,15%,7%,1%,-18%,-6,-2.3,9%,2%
COc1ccc(/C=C(\C)C(=O)c2c(C)cc(C)[nH]c2=O)cc1,-11%,-12%,·,-6%,1,2.0,-7%,-5%
O=C(COc1ccc(F)cc1)N/N=C/c1cccc2cccnc12,6%,-2%,·,-3%,-5,-1.6,11%,-2%
CC(=O)NCCOc1cccc(OCCNC(C)=O)c1,-17%,13%,0%,2%,5,4.1,9%,-1%
COCc1c(C(=O)OC/C(O)=C(\C#N)c2nc3ccccc3[nH]2)oc2ccccc12,7%[57.1 µM],2%,-5%,-8%,-6,1.3,-22%,-1%
CCCCn1c(N)c(N(CCOC)C(=O)CN2C(=O)NC3(CC(C)CC(C)(C)C3)C2=O)c(=O)[nH]c1=O (stereo not given),1%,-1%,·,0%,7,-0.1,-6%,-12%
COc1cc([N+](=O)[O-])cc(/C=N/NC(=O)c2cccnc2)c1O,-13%,-22%,0%,-8%,-13,-3.3,-12%,-6%
CN1CCCC(OC(=O)c2ccc(Cl)cc2)C1 (stereo not given),6%,2%,1%,-1%,-1,-2.6,-10%,-6%
CC(NC(=O)C12CC3CC(CC(C3)C1)C2)C(=O)NCCN(C)C (stereo not given),0%,19%,-1%,-7%,-11,1.5,1%,30µM*
Cc1c(Cl)cccc1NC(=S)N1CCN(c2ncccn2)CC1,-10%,1%[57.1 µM],0%,-7%,-2,2.5,-27%,?
CCOC(=O)N1CCN(C(=O)/C(=C/c2cccc3ccccc23)NC(=O)c2ccc(OC)c(OC)c2)CC1,0%,-9%,-1%,1%,8,-6.5,-4%,-8%
CCOc1ccccc1NC(=O)CCS(=O)(=O)c1ccc2c(c1)CCN2C(C)=O,-5%,3%,1%,1%,3,-0.7,19%,21µM*
C=CCNC(=O)C1CC=CCC1C(=O)O (stereo not given),6%,8%,1%,-1%,·,0.1,7%,-5%
O=C(NC(Cc1ccccc1)C(=O)O)/C(=C\c1ccccc1)NC(=O)c1ccc(Br)o1 (stereo not given),-5%,1%,0%,-1%,14,-0.5,9%,-8%
CCOC(=O)[C@]12CCCC=C1N(Cc1cccc3ccccc13)C(=O)[C@H](CC(=O)N1CCN(C(=O)C3CC3)CC1)C2,1%,-2%,·,-8%,0,-3.9,-4%,1%
O=C(COC(=O)C1(c2ccccc2)CC1)N1CCN(c2ccc(F)cc2)CC1,1%,0%,0%,14%,-6,1.2,-9%,?
Cc1nn(-c2ccc(F)cc2)c(Cl)c1/C=C/C(=O)OCC(=O)Nc1ccc(F)cc1F,3%,-2%,-1%,6%,-9,-2.4,-1%,-11%
Cc1ccc(S(=O)(=O)N2[C@@H](c3ccc(Cl)c(Cl)c3)C(C(=O)O)=C[C@H]2C(C)(C)C)cc1,-12%,-29%,2%,-22%,1,-0.5,-30%,?
Cc1c(NS(=O)(=O)c2ccc(NCCN3CCOCC3)c([N+](=O)[O-])c2)c(=O)n(-c2ccccc2)n1C,0%,2%,1%,10%,-1,-1.5,11%,3%
CCOCC(=O)Nc1nc2ccccc2s1,7%,8%,-1%,5%,3,-4.4,10%,-12%
O=c1[nH]c(/C=C\c2ccc(O)c(Cl)c2)nc(O)c1[N+](=O)[O-],-1%,-5%,0%,-1%,-97*,-0.9,6%,7%
CCNC(=O)CC1C(=O)N(c2ccc(OC)cc2)C(=O)N1Cc1ccc(OC)cc1 (stereo not given),2%,-4%,-1%,3%,·,-11,1%,30µM*
O=C(N1CCOCC1)N1[C@H](COCc2ccccc2)C=CS1(=O)=O,-8%,-9%,·,-6%,1,0.1,-18%,-4%

# Structures from the list above that have a Cl atom, in the order listed:
SMILES,WRN inhibitor,EPAC2 antag,MmCpn inh,EPAC1 ag,PI5P4Ka inh,CCT modulator,EPAC1 antag,PLK1 PBD inh
O=C(c1ccc(-c2cccc(Cl)c2Cl)o1)N1CCOCC1,-7%,-10%,-3%,1%,-9,-1.4,-9%,-14%
CC(Sc1ccccc1)C(=O)N1CCN(S(=O)(=O)c2ccc(Cl)cc2)CC1 (stereo not given),-1%,-2%,-1%,-8%,-4,4.1,-16%,1%
O=C(CCl)NCCCCCCCCCNC(=O)CCl,6%,10%,1%,-2%,-1,1.1,7%,3%
CN1CCCC(OC(=O)c2ccc(Cl)cc2)C1 (stereo not given),6%,2%,1%,-1%,-1,-2.6,-10%,-6%
Cc1c(Cl)cccc1NC(=S)N1CCN(c2ncccn2)CC1,-10%,1%[57.1 µM],0%,-7%,-2,2.5,-27%,?
Cc1nn(-c2ccc(F)cc2)c(Cl)c1/C=C/C(=O)OCC(=O)Nc1ccc(F)cc1F,3%,-2%,-1%,6%,-9,-2.4,-1%,-11%
Cc1ccc(S(=O)(=O)N2[C@@H](c3ccc(Cl)c(Cl)c3)C(C(=O)O)=C[C@H]2C(C)(C)C)cc1,-12%,-29%,2%,-22%,1,-0.5,-30%,?
O=c1[nH]c(/C=C\c2ccc(O)c(Cl)c2)nc(O)c1[N+](=O)[O-],-1%,-5%,0%,-1%,-97*,-0.9,6%,7%
